# Glyco luc inh: N-linked glycosylation inhibition. D54 ERlucT glycosylation luciferase reporter, 24 h; percent of 100 nM tunicamycin response. reporter increase, % at 12.5 µM. 360,000 tested, 0.23% active. AID 588692;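 active = mean luciferase reporter signal, scaled so untreated is 0 and the glycosylation-blocking control 100, at or above a set limit in every replicate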;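 note: luciferase carries N-glycosylation sites so blocking glycosylation raises the light; 0% = median of neutral control wells and 100% = median of 100 nM tunicamycin wells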
# MC4R ag barr: activates human MC4R beta-arrestin recruitment | P32245 | activation, % at 8.9 µM | U2OS MC4R beta-arrestin complementation, luminescence; percent of melanotan II response, DMSO zero | 360,000 tested, 0.98% active;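 active = activation above a per-plate cutoff, the mean activation of sample wells on that plate plus 3 SD, cut at about 8% in these data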
# Target sequence (P32245 whole entry, looked up): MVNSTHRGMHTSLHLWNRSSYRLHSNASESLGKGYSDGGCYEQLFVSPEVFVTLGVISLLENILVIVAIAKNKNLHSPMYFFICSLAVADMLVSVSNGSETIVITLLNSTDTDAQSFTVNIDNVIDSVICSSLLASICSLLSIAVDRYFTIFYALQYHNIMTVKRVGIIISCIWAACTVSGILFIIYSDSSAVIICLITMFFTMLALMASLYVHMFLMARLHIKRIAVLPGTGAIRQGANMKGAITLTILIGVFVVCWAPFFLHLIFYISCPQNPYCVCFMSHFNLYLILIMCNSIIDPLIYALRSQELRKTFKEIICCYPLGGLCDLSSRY
# aDG glyco act: increases alpha dystroglycan glycosylation; Pro5-aDG cells, alpha-DG glycosylation AlphaScreen (IIH6); 0% Pro5, 100% B10-LARGE cell signal; activation, % at 10 µM; 360,000 tested, 0.22% active; AID 624168;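 active = activation of at least 8% versus controls, or a plate z-score of at least 8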;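 note: Pro5 are CHO cells carrying HIG-tagged alpha-DG that lacks glycosylation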
# ABCB6 inh 2: inhibitors of human ABC transporter ABCB6 | AID 602162 | 360,000 tested, 0.19% active | K562-ABCB6 porphyrin accumulation, flow cytometry, 1 h; active compounds read low | fluorescence ratio to DMSO, % at 10 µM;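 active = fluorescence ratio to DMSO below 75%, the collection mean minus 3 SD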;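 note: signal is porphyrin accumulated inside mitochondria; 100% equals median channel fluorescence of DMSO control wells; lower ratio means ABCB6 inhibition with less porphyrin fluorescence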
# NOD2 RIPK2 PPI: inhibitors of human NOD2-RIPK2 interaction | inhibition, % at 4.98 µM | 360,000 tested, 0.38% active | CHO BLA complementation NOD2-RIPK2, CCF4 ratio; in the data active = inhibition above about 21%;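 note: 0% = vehicle only and 100% = reference blocker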
# Target sequence (O43353 whole entry, looked up): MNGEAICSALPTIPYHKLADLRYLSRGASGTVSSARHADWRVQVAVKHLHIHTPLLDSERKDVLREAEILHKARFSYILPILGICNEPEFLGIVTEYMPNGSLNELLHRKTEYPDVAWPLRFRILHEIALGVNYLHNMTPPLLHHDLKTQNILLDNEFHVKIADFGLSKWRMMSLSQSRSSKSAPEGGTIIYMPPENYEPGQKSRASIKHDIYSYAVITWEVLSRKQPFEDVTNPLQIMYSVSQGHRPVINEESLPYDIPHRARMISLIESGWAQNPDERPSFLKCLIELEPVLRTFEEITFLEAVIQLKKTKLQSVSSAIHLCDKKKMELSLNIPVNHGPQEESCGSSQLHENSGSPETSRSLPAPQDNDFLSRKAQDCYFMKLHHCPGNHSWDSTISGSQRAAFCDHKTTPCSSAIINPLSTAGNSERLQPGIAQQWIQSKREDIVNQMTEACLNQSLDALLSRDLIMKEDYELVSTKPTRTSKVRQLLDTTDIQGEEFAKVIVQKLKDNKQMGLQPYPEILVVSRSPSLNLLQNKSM
# ABHD5-PLIN5 inh: ABHD5-PLIN5 protein interaction inhibition; 360,000 tested, 0.78% active; Q00G26+Q8WTS1; Split G. princeps luciferase complementation, luminescence, 4 h; inhibition, % at 4 µM;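 active = inhibition above the mean inhibition across every tested compound plus 3 SD, cut at about 22% in these data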;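 note: 0% = DMSO only wells and the 100% control is not disclosed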
# MC4R antagonist: human MC4R antagonism in cAMP assay | P32245 | MC4R-expressing cells, MTII-stimulated cAMP, LANCE TR-FRET | inhibition, % at 6.5 µM | 360,000 tested, 0.48% active;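 active = inhibition above its plate's cutoff, the mean of tested wells on that plate plus 3 SD, cut at about 29% in these data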;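 note: 0% = Melanotan II alone and 100% = Melanotan II plus saturating MCL0020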
#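 system = U2OS cells with stable human MC4R expression | also added = Melanotan II challenge after compound preincubation | dosing = one concentration, 6.5 µM nominal | incubation = compound 30 min, challenge 1 h, detection 1 h | measured by = TR-FRET with Eu-cAMP and labeled anti-cAMP, 671 nm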
# TLR9-MyD88 inh: blocks human TLR9 binding to MyD88; AID 504734; Q9NR96+Q99836; 340,000 tested, 0.21% active; inhibition, % at 4.98 µM; CHO BLA complementation TLR9-MyD88, CCF4 FRET ratio;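 active = inhibition above the mean over all tested compounds plus 3 SD, cut at about 21% in these data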;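 note: 0% = DMSO only wells and 100% = clavulanate BLA inhibitor control wells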
# Granule exo inh: lytic granule exocytosis inhibition; inhibition, % at 10 µM; TALL-104 LAMP-1 surface exposure, flow cytometry; cells stimulated with thapsigargin and PMA; 360,000 tested, 0.66% active;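 active = inhibition above about 55%, limit read from the data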
# Vif inh: HIV Vif inhibition. HEK293T cells, Vif self-association by quenched fluorescence, imaging, 24 h. 340,000 tested, 0.35% active. inhibition, % at 7.49 µM; in the data active = inhibition above about 50%, passing the limit was not always enough; note: some results filed as inactive read as strong as hits
# * = called active by the depositor; · = no result given. Some of the compounds tested (hit frequency here may not be typical).
SMILES,Glyco luc inh,MC4R ag barr,aDG glyco act,ABCB6 inh 2,NOD2 RIPK2 PPI,ABHD5-PLIN5 inh,MC4R antagonist,TLR9-MyD88 inh,Granule exo inh,Vif inh
O=C1COc2ccc(C(=O)COC(=O)CNC(=O)C3CCCCC3)cc2N1,1,-3.4,-0.1,99,0,-5,4,2,-2,-3
Nn1cc(-c2ccccc2)nc1SCC(=O)Nc1ccc(S(N)(=O)=O)cc1,3,-2.2,0.2,95,-8,2,10,-6,-2,8
CC(C)CCNC(=O)NC(=O)COc1c(F)c(F)cc(F)c1F,0,2.5,0.0,105,-11,-3,-4,-2,-1,15
CCCOc1ccc(N2CC(C(=O)NC(C)C)CC2=O)cc1 (stereo not given),3,-0.6,0.2,98,-9,-9,-6,1,0,1
O=C(Nc1ccc2c(c1)OCO2)N1CCN(C/C=C/c2ccccc2)CC1,-1,-0.3,-0.2,95,-11,7,-7,0,-6,-3
COC(=O)[C@H](C)N(Cc1ccc(Cl)c(Cl)c1)S(=O)(=O)CCNC1CCCC1,-6,0.1,0.1,98,1,5,-3,1,-1,-1
O=C(Nc1nnc(Cc2ccccc2)s1)c1ccccc1,-1,-0.2,-0.2,101,-2,-6,5,-5,-8,-1
O=C(O)c1ccc(CNCc2ccc(F)cc2)cc1,0,3.3,-0.3,101,-8,1,3,6,0,3
CCOC(=O)c1ccc(CNC(=O)C2CCCCC2C(=O)OCC(F)(F)F)o1 (stereo not given),-1,-2.2,-0.2,89,-10,-2,-4,-4,2,-1
O=C(Nc1cc(F)ccc1F)N1CCN(c2ccnc3cc(Cl)ccc23)CC1,-2,-0.6,1.4,107,-7,-7,1,-22,6,-11

# Sorted by value in MC4R antagonist (descending): some entries from above.
SMILES,Glyco luc inh,MC4R ag barr,aDG glyco act,ABCB6 inh 2,NOD2 RIPK2 PPI,ABHD5-PLIN5 inh,MC4R antagonist,TLR9-MyD88 inh,Granule exo inh,Vif inh
O=C(Nc1nnc(Cc2ccccc2)s1)c1ccccc1,-1,-0.2,-0.2,101,-2,-6,5,-5,-8,-1
O=C1COc2ccc(C(=O)COC(=O)CNC(=O)C3CCCCC3)cc2N1,1,-3.4,-0.1,99,0,-5,4,2,-2,-3
O=C(O)c1ccc(CNCc2ccc(F)cc2)cc1,0,3.3,-0.3,101,-8,1,3,6,0,3

# Next part:
SMILES,Glyco luc inh,MC4R ag barr,aDG glyco act,ABCB6 inh 2,NOD2 RIPK2 PPI,ABHD5-PLIN5 inh,MC4R antagonist,TLR9-MyD88 inh,Granule exo inh,Vif inh
C[C@@H]1CN([C@@H](C)CO)C(=O)CCCn2nncc2CO[C@@H]1CN(C)S(=O)(=O)c1ccc(F)cc1,2,-2.7,0.2,100,8,1,0,-1,-2,-5
O=C(Nc1nnc(-c2ccco2)o1)c1ccc(S(=O)(=O)N2CCCC2)cc1,1,-1.2,-0.1,100,5,3,3,1,-2,2
COc1ccc(-n2c(SCC(=O)NCc3ccco3)nc3c([nH]c4ccccc43)c2=O)cc1,2,3.9,-0.2,99,-14,8,1,0,2,·
COc1cccc(N2CCN(c3ccc(S(=O)(=O)N4CCN(C)CC4)cc3[N+](=O)[O-])CC2)c1,-1,0.5,0.6,92,4,-1,4,-9,10,2
Cc1ccc(F)c(NC(=S)Nc2cccc3ccccc23)c1,1,-0.6,0.2,103,-9,-13,-4,0,0,3
CC(C)(C)C(=O)O/N=C(\N)c1ccc([N+](=O)[O-])s1,9,-0.6,0.6,96,-7,-9,5,-17,-2,0
O=C(NCCc1ccccc1)C(=O)NCC1CCCN1S(=O)(=O)c1cccs1 (stereo not given),-5,-3.1,0.0,92,-10,5,-9,4,0,-8
Cc1cc2nc(-c3cccc(Br)c3)c(Cc3ccccc3)n2c(C)c1Br,0,·,0.1,100,-11,28*,·,·,9,·
CCCCOC(=O)CSc1nnc(N)s1,3,-4.1,0.1,94,2,4,3,-6,-2,·
CC(SCC(=O)Nc1ccc(F)cc1)c1nc2ccccc2c(=O)[nH]1 (stereo not given),-1,-0.9,0.1,92,0,11,1,4,11,·
Cc1ccc(/C=N/n2c(-c3cccs3)n[nH]c2=S)cc1,-1,0.5,0.1,91,6,-20,8,-1,3,0
COc1ccc(OC)c(S(=O)(=O)NC(C)c2ccc(-n3ccnc3)cc2)c1 (stereo not given),0,-1.0,-0.1,96,-3,-7,-8,-4,-1,14
O=C(c1ccc(CS(=O)(=O)c2c(Cl)cccc2Cl)o1)N1CCN(c2ccccn2)CC1,-2,-1.3,-0.1,97,8,-11,-1,-5,-3,4
COCCN(C(=O)COC(=O)/C=C/c1ccco1)c1c(N)n(Cc2ccccc2)c(=O)[nH]c1=O,0,-2.7,-0.1,98,-4,3,4,-11,0,·
CCn1c(SCC(=O)Nc2ccc(C)cc2)nc(O)cc1=O,2,0.0,0.0,96,3,0,9,-3,-4,-2
O=C1CSC(c2nn(-c3ccccc3)cc2-c2cc3ccccc3oc2=O)N1Cc1ccco1 (stereo not given),3,-0.1,-0.3,90,-6,23*,-6,4,1,-13
COC(=O)c1ccc(CN2C(=O)NC(Cc3c[nH]c4ccccc34)C2=O)cc1 (stereo not given),2,2.4,0.5,96,-12,2,13,-6,11,-6
c1ccc(-c2ncc(CSc3nncn3-c3ccccc3)s2)cc1,-1,-0.9,2.0,94,-11,1,1,-4,-2,1
CCc1ccccc1NC(=O)CN1CCN(C(=O)CN2C(=O)NC3(CCCC3)C2=O)CC1,0,-3.0,0.2,93,-1,5,5,4,-3,-1
CCCCCC(=O)Nc1ccc2oc(-c3cncc(Br)c3)nc2c1,-1,-0.4,0.2,100,6,0,7,1,-2,·
CCn1c(CC(=O)Nc2ccccc2)nnc1SCC(=O)N1CCOCC1,·,-0.3,-0.1,89,-1,2,11,-16,-2,·
N#CC1C=Cc2ccccc2N1C(=O)c1ccccc1 (stereo not given),2,0.5,-0.2,96,-8,6,11,-3,2,2
O=c1oc(=S)oc2c1[C@H](c1ccc(Cl)cc1)O[C@H](C1CCCC1)C2,·,·,-0.2,103,-3,-8,·,·,-9,·
OC(COc1ccc(F)cc1Cl)CN1CCC(Cc2ccccc2)CC1 (stereo not given),2,11*,0.4,97,-3,-1,3,-9,32,-9
CNC(=O)COC(=O)c1cc(-c2ccco2)nc2ccccc12,2,-2.3,0.0,101,-7,1,-8,2,-4,-3
COc1ccc(CNC(=O)c2cc(-c3ccco3)on2)cc1,1,-1.4,0.1,92,2,6,-3,5,-1,7
Cc1ccccc1S(=O)(=O)Cc1ccc(C(=O)NCc2ccc(F)cc2)o1,-2,-2.5,0.0,96,1,2,2,9,-2,4
CC(Oc1ccccc1Cl)C(=O)Nc1ccc(S(=O)(=O)N2CCN(C)CC2)cc1 (stereo not given),5,-1.4,-0.4,92,-6,12,-10,-3,-3,8
CCC(=O)NC(c1ccccc1)c1c(O)ccc2ccccc12 (stereo not given),-1,-1.2,0.0,98,2,0,7,10,13,-21
CC(=O)N1CCc2cc(S(=O)(=O)NCC(=O)NCc3ccc(Cl)cc3)ccc21,0,0.1,0.0,103,9,3,3,0,3,-5

# Among those listed so far, 11 contain four or more nitrogen atoms:
SMILES,Glyco luc inh,MC4R ag barr,aDG glyco act,ABCB6 inh 2,NOD2 RIPK2 PPI,ABHD5-PLIN5 inh,MC4R antagonist,TLR9-MyD88 inh,Granule exo inh,Vif inh
Nn1cc(-c2ccccc2)nc1SCC(=O)Nc1ccc(S(N)(=O)=O)cc1,3,-2.2,0.2,95,-8,2,10,-6,-2,8
O=C(Nc1cc(F)ccc1F)N1CCN(c2ccnc3cc(Cl)ccc23)CC1,-2,-0.6,1.4,107,-7,-7,1,-22,6,-11
C[C@@H]1CN([C@@H](C)CO)C(=O)CCCn2nncc2CO[C@@H]1CN(C)S(=O)(=O)c1ccc(F)cc1,2,-2.7,0.2,100,8,1,0,-1,-2,-5
O=C(Nc1nnc(-c2ccco2)o1)c1ccc(S(=O)(=O)N2CCCC2)cc1,1,-1.2,-0.1,100,5,3,3,1,-2,2
COc1ccc(-n2c(SCC(=O)NCc3ccco3)nc3c([nH]c4ccccc43)c2=O)cc1,2,3.9,-0.2,99,-14,8,1,0,2,·
COc1cccc(N2CCN(c3ccc(S(=O)(=O)N4CCN(C)CC4)cc3[N+](=O)[O-])CC2)c1,-1,0.5,0.6,92,4,-1,4,-9,10,2
Cc1ccc(/C=N/n2c(-c3cccs3)n[nH]c2=S)cc1,-1,0.5,0.1,91,6,-20,8,-1,3,0
COCCN(C(=O)COC(=O)/C=C/c1ccco1)c1c(N)n(Cc2ccccc2)c(=O)[nH]c1=O,0,-2.7,-0.1,98,-4,3,4,-11,0,·
c1ccc(-c2ncc(CSc3nncn3-c3ccccc3)s2)cc1,-1,-0.9,2.0,94,-11,1,1,-4,-2,1
CCc1ccccc1NC(=O)CN1CCN(C(=O)CN2C(=O)NC3(CCCC3)C2=O)CC1,0,-3.0,0.2,93,-1,5,5,4,-3,-1
CCn1c(CC(=O)Nc2ccccc2)nnc1SCC(=O)N1CCOCC1,·,-0.3,-0.1,89,-1,2,11,-16,-2,·

# Carrying on:
SMILES,Glyco luc inh,MC4R ag barr,aDG glyco act,ABCB6 inh 2,NOD2 RIPK2 PPI,ABHD5-PLIN5 inh,MC4R antagonist,TLR9-MyD88 inh,Granule exo inh,Vif inh
Cc1ccc(CN2CCC(CO)(CC3CCCCO3)CC2)o1 (stereo not given),2,-1.2,-0.2,92,6,1,17,4,-2,-3
CCn1c(Oc2ccc(F)cc2)nc2c1c(=O)n(C)c(=O)n2C,-9,-0.3,0.3,92,9,-3,6,5,-4,-6
O=C(NCc1cccc(F)c1)c1ccc(N2C(=O)Cn3c(cc4sccc43)C2=O)cc1,-1,1.7,-0.1,104,-11,1,-3,-10,1,-2
O=C(CCC(=O)N1CCCc2ccccc21)N1CCN(S(=O)(=O)c2ccccc2)CC1,-2,-1.1,-0.1,101,3,-3,7,-4,1,-1
COc1ccccc1OCC(=O)NCc1n[nH]c(=O)c2ccccc12,0,-3.0,0.2,102,-8,9,3,0,-3,-7
CN1CCC(=NNC(=O)C(=O)NC2CCCC2)CC1,1,-1.5,0.0,101,-13,-3,-2,-4,-1,-4
CC(C)C(=O)Nc1nnc(Sc2ccc(N(C)C)cc2)s1,0,6.6,0.3,93,-2,-1,8,-14,0,-9
c1ccc(-c2ccc(CN3C[C@@H]4C(c5ccccc5)C5(c6cccnc6)CC4(C5)[C@H]3c3ccccc3)cc2)cc1 (stereo not given in full),-7,-0.9,-0.1,95,-1,0,3,-13,9,1
COc1cc(C(=O)N2CCC(c3nc(-c4cccnc4)no3)CC2)cc(OC)c1OC,2,-2.8,-0.1,96,7,-2,4,1,-2,2
CCOC(=O)N1CCC(N2CC34C=CC(O3)C(C(=O)Nc3ccc(C(C)C)cc3)C4C2=O)CC1 (stereo not given),-5,0.6,0.2,100,-16,-2,-2,-9,-1,-1
O=C(COc1ccccc1)Nc1ccc(NC(=O)c2ccco2)cc1,0,1.3,-0.1,104,0,-7,4,-14,4,15
COc1cccc(C(C(=O)NC2CCCC2)N(CC2CCCO2)C(=O)Cc2cccs2)c1 (stereo not given),0,-1.0,0.1,95,2,-3,5,4,21,4
COc1ccc(-n2c(=O)c3c(C)c(C)sc3n(Cc3ccc(F)cc3)c2=O)c(OC)c1,-4,-0.7,0.0,100,1,-13,9,-27,-4,-4
